D3 antag: antagonists of human D3 dopamine receptor; P35462; D3R cells, DiscoveRx beta-arrestin luminescence, antagonist mode; hits give low values; max response, negative = inhibition, %; 360,000 compounds, 2.5% hits; in the data active = max response below about -50%; inconclusive = no clear call, values can overlap the other calls; also: % is scaled to controls: 0 for no effect and ±100 for the full control effect; mostly tested at two doses, the higher about 12 µM
Target sequence (P35462 whole entry, looked up): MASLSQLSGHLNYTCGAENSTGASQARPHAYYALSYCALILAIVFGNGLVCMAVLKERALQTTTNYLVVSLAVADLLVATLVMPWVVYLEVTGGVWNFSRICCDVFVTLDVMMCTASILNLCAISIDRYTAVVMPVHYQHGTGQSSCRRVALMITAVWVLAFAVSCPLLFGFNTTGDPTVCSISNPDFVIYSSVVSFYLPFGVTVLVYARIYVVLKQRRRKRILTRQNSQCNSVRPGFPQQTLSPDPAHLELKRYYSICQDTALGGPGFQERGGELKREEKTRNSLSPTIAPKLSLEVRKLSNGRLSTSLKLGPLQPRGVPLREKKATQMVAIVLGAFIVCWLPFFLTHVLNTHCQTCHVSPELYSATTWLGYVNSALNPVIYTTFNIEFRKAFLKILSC
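Cells plated overnight at 1500 cells/well, then exposed to library compounds with dopamine controls for 90 minutes at 37 degrees C. DiscoveRx reagent added for 30–60 minutes at room temperature; luminescence read, quantitative HTS format.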
GLP1R ag: agonists of human GLP-1 receptor; HEK293 GLP-1R CRE-luciferase, luminescence, 4-6 h; cells express a hypersensitive GLP-1R form; Potency, µM (top dose mostly 45.6 µM), without a hit: at the highest dose activation, usual class: activators; 380,000 compounds, 0.007% hits; AID 624172; also: potency is read from the fitted curve at half-maximal effect; % of control where 0% means no effect
GLP1R inv ag: GLP-1 receptor (human) inverse agonism; AID 624417; HEK293 GLP-1R CRE-luciferase, luminescence, 24 h; GLP-1R form is constitutively active; Potency, µM (titrated, usually from 38.3 µM), for inactives: top-dose activity change, negative = inhibition, usual class: inhibitors; 410,000 compounds, 1.6% hits; P43220; also: potency is read from the fitted curve at half-maximal effect; % is scaled to controls: 0 for no effect and ±100 for the full control effect; nearly all actives have a fitted effect of over 55% in size
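HEK293 cells stably co-expressing constitutively active GLP-1R and a cAMP-responsive luciferase reporter were seeded in DMEM with 10% Nu serum, given compounds after 12 h, and incubated 24 h at 37 deg C. Luminescence was then read.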
pAkt inh: blocks phosphorylation of Akt; Neuro2A IGF-stimulated pAkt S473 HTRF, 20 min; hits give low values; activity change, % for hits at 50 µM; 360,000 compounds, 0.32% hits; AID 651550; in the data active = activity change below about -80%; inconclusive = mostly about -51% to -80%; also: % is scaled to controls: 0 for no effect and ±100 for the full control effect
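Neuro2A cells in DMEM with 0.5% FBS, overnight at 37 deg C, given compound at single 50 µM final, then IGF (6 nM final) for 20 min at 37 deg C. Lysed; phospho-Akt Ser473 by HTRF after 24 h, 665/615 ratio.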
aSyn rescue: alpha-synuclein toxicity inhibition in yeast | 370,000 compounds, 0.14% hits | AID 652106 | Potency, µM (top dose mostly 46.1 µM), for inactives: top-dose growth rescue (activation), most hits filed as activators | Yeast expressing alpha-synuclein, growth rescue, BacTiter-Glo, 24 h; also: potency is read from the fitted curve at half-maximal effect; % of control where 0% means no effect; nearly all actives have a fitted effect of over 65% in size
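Readout is rescue of growth in alpha-synuclein-expressing yeast, so inhibitors of toxicity appear as activators. Growth after 24 hr at 30 deg C in galactose medium is quantified by luminescence.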
PTHR1 ag: activates the human parathyroid hormone receptor PTHR1. HEK293 GP2 PTHR1 cells, GloSensor cAMP luminescence, 1 h. 410,000 compounds, 0.075% hits. AID 743266. Potency, µM (doses to about 115 µM), without a hit: at the top dose activation, most hits filed as activators; also: potency is read from the fitted curve at half-maximal effect; nearly all actives have a fitted effect of over 55% in size; some results filed as inactive show a strong effect at the top dose; inactives centre near -15; many of its hits are not listed in these tables
Target sequence (Q03431 whole entry, looked up): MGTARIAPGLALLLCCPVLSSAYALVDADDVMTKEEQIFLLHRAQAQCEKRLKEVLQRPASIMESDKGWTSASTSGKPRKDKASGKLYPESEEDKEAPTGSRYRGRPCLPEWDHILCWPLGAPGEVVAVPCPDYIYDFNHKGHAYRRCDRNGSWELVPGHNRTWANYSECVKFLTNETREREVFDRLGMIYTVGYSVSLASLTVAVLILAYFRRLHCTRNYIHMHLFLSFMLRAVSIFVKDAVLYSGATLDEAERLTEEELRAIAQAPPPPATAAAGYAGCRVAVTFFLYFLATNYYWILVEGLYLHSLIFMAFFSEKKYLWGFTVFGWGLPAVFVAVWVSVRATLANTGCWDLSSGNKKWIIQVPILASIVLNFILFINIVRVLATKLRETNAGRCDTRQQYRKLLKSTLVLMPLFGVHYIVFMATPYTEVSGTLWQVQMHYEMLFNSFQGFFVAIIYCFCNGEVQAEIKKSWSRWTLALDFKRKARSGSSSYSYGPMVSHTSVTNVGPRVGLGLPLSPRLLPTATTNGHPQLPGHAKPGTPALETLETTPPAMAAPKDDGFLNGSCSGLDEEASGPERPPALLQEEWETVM
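HEK-293-derived GP2 cells expressing PTHR1 and a GloSensor cAMP reporter, 3,000/well, plated overnight, given luciferin plus IBMX (each 0.5 mM as added) for 1 h at 37 °C, then compound for 1 h at 37 °C. Luminescence was read after 15 min at room temperature.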
TDP-43 yeast inh: rescues yeast growth from TDP-43 toxicity; TDP-43 expressing yeast growth rescue, BacTiter-Glo, 24 h; Potency, µM (top dose mostly 46.1 µM), inactives show top-dose growth rescue (activation), most hits filed as activators; 410,000 compounds, 1.8% hits; also: potency is read from the fitted curve at half-maximal effect; % of control where 0% means no effect; nearly all actives have a fitted effect of over 50% in size
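Yeast cells expressing TDP-43 under galactose induction are exposed to compounds for 24 hr at 30 deg C. BacTiter-Glo luminescence measures growth, so protective compounds score as activators.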
Abeta rescue: restores growth of yeast expressing A-beta42 peptide. yeast expressing A-beta42, growth rescue, OD600, 48 h; response scale: 0% DMSO, 100% iron-clioquinol control. Potency, µM (top dose mostly 46.1 µM), inactives show top-dose growth rescue, usual class: activators. 410,000 compounds, 0.063% hits. AID 1347071; also: potency is read from the fitted curve at half-maximal effect; nearly all actives have a fitted effect of over 55% in size
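Yeast growth medium received pinned compounds, then yeast cells expressing toxic A-beta were added; plates incubated at 30 C for 48 hr. Growth read as absorbance at 600 nm, normalized to DMSO and equimolar FeCl3 plus clioquinol controls.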
FUS yeast rescue: FUS proteinopathy suppression in yeast; S. cerevisiae FUS-expressing, growth rescue, OD600, 24 h; Potency, µM (doses to about 76.6 µM), for inactives: top-dose growth rescue (activation), actives largely listed as activators; 390,000 compounds, 0.24% hits; AID 1347120;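 also: potency is read from the fitted curve at half-maximal effect; plate controls were DMSO vehicle for no effect and reference control for full effect; nearly all actives have a fitted effect of over 55% in size; some results filed as inactive show a strong effect at the top dose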
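Yeast expressing FUS under galactose induction, OD 0.005 in 2% galactose medium; compounds in a dilution series, 24 h at 30C. Growth rescue by absorbance at 600 nm; CP55940 positive control, DMSO negative.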
* hit, by the source's call; i = inactive; ? = inconclusive; . = no result given; [ ] = another dose, or the depositor's remark. Unless noted, calls follow the shape of the dose curve; as a rule, active = well fitted curve in the direction sought with a large enough effect; inconclusive = small, poorly fitted or top-dose-only effect, or another doubt; inactive = no such curve, though single readings can be large; an effect the other way counts as inactive or inconclusive. This is a subset, so the mix of outcomes need not match the whole.

Below each compound – TDP-43 yeast inh | D3 antag | FUS yeast rescue | GLP1R ag | Abeta rescue | aSyn rescue | pAkt inh | GLP1R inv ag | PTHR1 ag
- CC(C)c1c(C(=O)N/N=C/c2ccc(OCc3ccccc3)cc2)nnn1-c1nonc1N
    9.7% | -0.2 | 24.2% | -1.6% | 4.2% | -1.7% | i | -2.4% | -37.8%[inhibitor]
- Cc1cccc(NC(=O)CN(CC2CCCO2)C(=O)c2ccc(S(C)(=O)=O)cc2)c1C (stereo unspecified)
    15.3% | 2.6 | 4.3% | -2.8% | 5.8% | -6.9% | i | 13.3% | i
- COc1cc(/C=C2\SC(=S)N(CC(=O)Nc3ccc(O)cc3)C2=O)cc(OC)c1OC
    5.6% | 25.0 | 14.5% | -2.5% | -0.4% | 1.0% | i | 8.9% | i
- CCOc1ccc(-c2c(C)nn3c(C)c(C(=O)NCCc4ccc(Cl)cc4)cnc23)cc1OCC
    22.8% | . | 27.5% | . | 0.1% | . | . | ? | -45.5%[inhibitor]
- O=S(=O)(NCCC1=CCCCC1)c1ccc(OC(F)(F)F)cc1
    -7.8% | -5.2 | 29.6% | -1.7% | 8.7% | -1.7% | i | ? | -14.1%
- CCC(C)[C@H]1COCCS(=O)(=O)N1Cc1ccccc1F (stereo partly specified)
    22.8% | -1.3 | 5.6% | -0.7% | 3.3% | 8.9% | i | ? | 5.4%
- CCNC(=O)/C(C#N)=C/c1c(N2CCCCCC2)nc2c(C)cccn2c1=O
    19.4% | -12.9 | 33.8% | 28.9% | 6.9% | -3.2% | i | 7.8% | i
- CCOC(=O)c1c(C)[nH]c(C)c1S(=O)(=O)N1CCN(c2ccccc2OC)CC1
    7.9% | . | 27.9% | . | -6.2% | . | . | 4.8% | i
- CC(C)C(NC(=O)c1ccc(Cl)cc1)C(=O)NC1=NCCS1 (stereo unspecified)
    0.8% | 13.1 | 17.4% | -3.9% | 8.9% | -2.1% | i | 0.0% | 1.3%[57.5 µM]
- COC(=O)c1ccc2c(=O)n(CC3CCCO3)c(SCC(=O)Nc3ccccc3OC)nc2c1 (stereo unspecified)
    10.8% | 0.9 | . | 0.3% | -7.7% | 6.1% | i | 0.2% | -9.5%
- Cc1ccc(-n2nc(C)c3c(C)c(CCC(=O)NCc4ccco4)c(C)nc32)cc1
    10.4% | 12.4 | 4.5% | 4.4% | -1.1% | -6.6% | i | -28.3% | i
- CC(=O)Nc1ncnc2c1c(-c1ccc(Cl)cc1)nn2C(C)(C)C
    8.9% | 3.5 | 20.6% | 26.9% | -34.4%[inhibitor] | 3.55µM* | i | 41.3%[activator] | 14.7%
- CCOC(=O)c1[nH]c(C)c(C(=O)NC(CC)Cc2ccccc2)c1C (stereo unspecified)
    ? | . | -17.8% | . | -10.0% | . | . | 5.8% | i
- CN1CCN(C(=O)c2cc3nc(-c4ccc(F)cc4)cc(C(F)(F)F)n3n2)CC1
    7.9% | -52.2* | -32.9% | 6.9% | -2.5%[9.22 µM] | 3.5% | i | 16.2% | -27.9%
- O=C(COc1ccccc1)Nc1cc(Cl)ccc1Cl
    21.2% | ? | ? | 2.1% | -1.9% | -6.5% | i | 21.6% | i
- O=C(c1cc(-c2cccs2)nc2ccccc12)N1CCN(CCO)CC1
    0.3% | 9.5 | 6.2% | -1.5% | -2.7% | 0.7% | i | 8.7% | -2.3%
- CC(=O)NS(=O)(=O)c1ccc(NC(=S)NC(=O)C(C)(C)C)cc1
    -11.0% | -12.6 | -4.6% | -8.1% | 12.7% | 0.2% | i | 9.2% | i
- O=S(=O)(NCCc1ccccc1)c1ccc(Br)s1
    ? | -25.9 | 6.7% | 0.5% | 15.9% | 5.4% | i | ? | -2.9%
- CCCCN1C(=O)C(=O)N(CC(=O)Nc2ccc(OC(F)(F)F)cc2)C1=O
    1.9% | -9.3 | -2.8% | 3.9% | 11.6% | 3.4% | i | -1.2% | -2.9%
- CC(=O)c1ccc(NC(=O)C2CCC(CNS(=O)(=O)c3ccc4c(c3)CCCC(=O)N4)CC2)cc1 (stereo unspecified)
    19.9% | . | 10.4% | . | -12.1% | . | . | 15.9% | -19.2%
- COc1cc(/C=C2/C(=N)N3N=C(CC(=O)N4CCOCC4)SC3=NC2=O)ccc1OCc1ccc(F)cc1
    -1.8% | 6.8 | ? | -0.8% | 4.4% | -0.2% | i | 4.6% | i
- Cc1onc(C(=O)NCc2ccccn2)c1[N+](=O)[O-]
    -10.4% | -16.5 | 7.3% | 0.9% | -20.1% | -1.2% | i | 4.6% | 3.5%
- O=C1OCCC1Sc1nnnn1-c1ccccc1 (stereo unspecified)
    13.9% | 4.6 | -3.3% | -2.1% | 2.9% | 5.7% | i | 13.9% | i
- CCCN(CCC)CCCNC(=O)C1CCC(CNS(=O)(=O)c2ccc(NC(C)=O)cc2)CC1 (stereo unspecified)
    0.0% | . | -18.1% | . | 4.6% | . | . | 9.6% | i
- CN(C)/C=C(\C#N)C(=O)c1cccc(Oc2ccc(Br)cc2)c1
    28.3% | 19.0 | ? | -1.1% | -2.5% | -2.1% | -111.7%* | -7.7% | -8.1%[57.5 µM]
- CCCN1CCC(=O)N([C@H](CO)CC(C)C)CC1
    15.6% | 17.4 | -32.4% | 8.2% | 6.6% | 3.4% | i | 14.3% | i
- CCOC(=O)c1ccc[n+](CC(=O)c2ccccc2)c1
    17.2% | 7.1 | . | -11.3% | 0.3% | 4.0% | i | 0.5% | i
- CC1(C)CCCC2(C)C(OCCO)=CC(=O)C=C12 (stereo unspecified)
    9.4% | -5.3 | -26.5% | -0.2% | -6.0% | 0.6% | i | -3.7% | i
- Cc1ccc(NC(=O)Cn2nnc(C(=O)NCc3ccc4c(c3)OCO4)c2N)cc1
    2.0% | -2.2 | 18.6% | -2.2% | 0.7% | -2.2% | i | 7.2% | -17.2%
- COc1cccc(-n2nnc3c(=O)n(CC(=O)OCc4ccccc4)cnc32)c1
    7.7% | 12.1 | -9.4% | -2.6% | -9.2% | -6.1% | i | 6.3% | -24.0%[57.5 µM]

Below each compound – TDP-43 yeast inh | D3 antag | FUS yeast rescue | GLP1R ag | Abeta rescue | aSyn rescue | pAkt inh | GLP1R inv ag | PTHR1 ag
- CC(C)c1ccc(NC(=S)N(C)CCc2ccccn2)cc1
    -7.0%[9.22 µM] | -23.4 | 17.0% | 7.9% | -10.0% | -13.1% | i | ? | i
- C=CC(=O)Nc1cccc(Nc2nc(N[C@H]3CC[C@H](N(C)C)CC3)nc3c2ncn3C(C)C)c1
    15.4% | -17.6 | -16.9% | -8.6% | -17.5% | -5.7% | i | ? | ?
- COc1ccccc1NC(=S)Nc1cccc2cnccc12
    0.3% | -2.9 | -3.1% | -7.1% | 12.0% | -2.2% | i | 6.2% | -27.9%
- COCc1cc(=O)n2[nH]c(-c3cccc(Br)c3)cc2n1
    18.1% | 3.7 | 0.4% | -4.3% | 7.7% | 7.0% | i | 9.3% | -2.4%
- CC[C@@H](C)[C@H](NC(=O)OC(C)(C)C)c1nnc(S(=O)(=O)Cc2cc(C)ccc2C)o1
    ? | -79.4* | 20.9% | -23.8% | -60.0%[inhibitor] | -56.4%[inhibitor] | -127.2%* | ? | -68.3%[inhibitor][57.5 µM]
- NC(=O)C1CCCN(CC(O)COCc2ccc(Cl)cc2)C1 (stereo unspecified)
    12.1% | 7.5 | -28.7% | -3.4% | -6.0% | -0.2% | i | 9.3% | -5.9%
- CCN1c2ccccc2-c2nc(SCC(=O)NCc3ccc(Cl)cc3)ncc2S1(=O)=O
    0.0% | . | -5.5% | . | -5.3% | . | . | ? | i
- O=C(c1ccc(F)cc1)C1CCN(C(=S)Nc2ccccc2)CC1
    ? | 10.2 | 0.9% | -2.5% | 15.0% | -0.5% | i | ? | 11.1%[57.5 µM]
- Cc1ccc(-c2nnc3c4ccccc4c(C)nn23)cc1S(=O)(=O)N1CCN(C)CC1
    -1.9% | 24.6 | 9.7% | 26.5% | -16.2% | -4.4% | i | 0.0% | -8.4%[57.5 µM]
- COc1ccc(NC(=O)CSc2nnc(-c3cccc(O)c3)o2)cc1
    -11.2% | -8.3 | 1.1% | 2.0% | 0.2% | 1.0% | i | 10.7% | -0.9%
- COc1ccc(NC(=O)CSc2nc3ccccc3c(=O)n2CCC(=O)N2CCCCC2)cc1
    -15.0% | 15.9 | ? | 5.0% | -2.3% | 8.1% | i | 0.4% | i
- Cc1ccc(S(=O)(=O)NCC(=O)OCC(=O)c2ccc(Br)s2)cc1
    12.5% | 0.0 | 4.1% | -5.7% | 5.3% | 8.2% | i | -11.0% | i
- CCc1cccc(NC(=O)CCc2c(C)nn(-c3ccc(N4CCOCC4)nn3)c2C)c1
    5.3% | -16.2 | 14.8% | 3.0% | -1.8% | 0.3% | i | 8.3% | -64.1%[inhibitor]
- c1ccc(SCCCCN2CCOCC2)cc1
    -5.6% | -17.9 | -17.7% | -5.9% | -10.8% | -8.9% | i | -0.5% | -16.7%
- O=C(N/N=C/c1ccc(Br)s1)c1ccncc1
    -7.7%[0.397 µM] | 3.0 | 22.5% | 12.6% | -2.9% | -0.6% | i | ? | i
- Cn1c(=O)c2c(SCC(=O)N3CCOCC3)nc(-c3ccccc3F)nc2n(C)c1=O
    -9.4% | 41.5 | . | -3.9% | -7.3% | 0.6% | i | 2.1% | i
- CCOC(=O)c1c(C)c(C(=O)N2CCN(c3ccccc3)CC2)c(C)n1C
    -5.8%[0.397 µM] | 1.3 | 18.3% | 19.5% | 7.3% | 10.4% | i | 1.4% | i
- Cc1cccc(C(=O)Nc2cc3c(cc2N2CCCCC2)n(C)c(=O)n3C)c1
    41.0% | . | 13.0% | . | -6.8% | . | . | 5.0% | i
- CCN(C(=O)Cn1nnc2sc3c(c2c1=O)CCC(C(C)(C)C)C3)c1cccc(C)c1 (stereo unspecified)
    11.3% | . | -1.9% | . | 8.8% | . | . | -0.6% | i

Assay outcomes deposited in PubChem BioAssay by National Center for Advancing Translational Sciences (NCATS).
